RECQ1 helicase = RECQ1 (human) helicase inhibition. Potency, µM (top dose mostly 57.3 µM), without a hit: top-dose activity, negative = inhibition, actives largely listed as inhibitors. P46063. AID 2549. RECQ1 DNA unwinding, red fluorescence kinetic read. actives 0.54% (n = 240,000);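 also: plate controls were vehicle for no effect and no enzyme for full effect; nearly all actives have a fitted effect of over 30% in size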
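RECQ1T1 50 nM; forked duplex (20 bp + 30-nt ss tails) 200 nM, ATP 2 mM final; pH 8.0, 2 mM MgCl2, 2.5 ug/ml poly(dI-dC); 15 min compound preincubation; discontinuous kinetic read over 2 h at RT.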
L3MBTL1 inh = blocks human L3MBTL1; actives 0.66% (n = 230,000); Potency, µM (doses to about 57.1 µM), without a hit: at the top dose activity, negative = inhibition, most hits filed as inhibitors; Q9Y468; AlphaScreen L3MBTL1–H3K9me1 peptide binding; also: % is scaled to controls: 0 for no effect and ±100 for the full control effect; nearly all actives have a fitted effect of over 60% in size
Target sequence (Q9Y468 whole entry, looked up): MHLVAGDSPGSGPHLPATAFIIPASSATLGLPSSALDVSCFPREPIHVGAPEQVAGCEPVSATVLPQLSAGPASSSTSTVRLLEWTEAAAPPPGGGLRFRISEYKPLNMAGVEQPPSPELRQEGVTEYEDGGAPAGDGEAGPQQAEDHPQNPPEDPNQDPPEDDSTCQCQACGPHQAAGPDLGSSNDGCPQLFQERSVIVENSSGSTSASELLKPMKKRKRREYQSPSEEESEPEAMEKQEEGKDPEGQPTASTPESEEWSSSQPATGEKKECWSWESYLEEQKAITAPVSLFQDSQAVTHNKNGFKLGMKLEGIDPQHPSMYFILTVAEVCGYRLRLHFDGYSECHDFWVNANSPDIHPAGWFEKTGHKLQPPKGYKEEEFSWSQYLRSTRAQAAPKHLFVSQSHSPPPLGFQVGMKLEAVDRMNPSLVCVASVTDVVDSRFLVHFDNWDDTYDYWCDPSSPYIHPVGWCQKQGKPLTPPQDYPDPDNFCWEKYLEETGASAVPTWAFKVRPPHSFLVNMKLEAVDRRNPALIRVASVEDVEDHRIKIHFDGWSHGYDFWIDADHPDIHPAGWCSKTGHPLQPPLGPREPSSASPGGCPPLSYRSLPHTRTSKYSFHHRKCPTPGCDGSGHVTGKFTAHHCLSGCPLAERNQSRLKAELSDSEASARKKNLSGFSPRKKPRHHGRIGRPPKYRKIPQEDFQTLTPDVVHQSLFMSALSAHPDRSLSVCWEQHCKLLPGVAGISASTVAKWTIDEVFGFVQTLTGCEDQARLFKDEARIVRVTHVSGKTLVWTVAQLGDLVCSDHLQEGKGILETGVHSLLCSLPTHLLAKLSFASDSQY
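AlphaScreen assay: L3MBTL1 (50 nM final) was preincubated 30 min at room temperature with biotinylated H3(1-15)K9me1 peptide (75 nM final), then 30 min with library compounds; streptavidin donor and nickel chelate acceptor beads (10 ug/mL final) added, 30 min dark.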
Tau fibril ThT = inhibitors of human tau fibril formation, thioflavin T binding; recombinant tau K18 P301L, heparin-induced fibrillization, ThT fluorescence; Potency, µM (titrated, usually from 57.4 µM), for the others: at the highest dose activity, negative = inhibition, most hits filed as inhibitors; actives 2.1% (n = 270,000); also: % is scaled to controls: 0 for no effect and ±100 for the full control effect; nearly all actives have a fitted effect of over 55% in size
Target sequence (P10636 561-689 P618L limits assumed): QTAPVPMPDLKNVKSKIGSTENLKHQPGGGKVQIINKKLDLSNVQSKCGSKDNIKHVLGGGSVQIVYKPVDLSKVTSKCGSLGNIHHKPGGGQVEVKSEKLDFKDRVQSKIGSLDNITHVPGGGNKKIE
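Recombinant human tau K18 fragment […] carrying P301L, 15 uM unlabeled plus 0.24 uM Alexa 594-labeled, was fibrillized with 20 uM heparin in 100 mM sodium acetate pH 7 for 6 hr at 37 C; 30 uM ThT fluorescence read after 1 hr.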
TRb-SRC2 inh = TRbeta-SRC2 interaction inhibition; P10828; Potency, µM (top dose mostly 106 µM), for the others: at the highest dose activity change, negative = inhibition, actives largely listed as inhibitors; actives 0.065% (n = 280,000); TRbeta-SRC2 peptide binding, fluorescence polarization; receptor liganded with 1 µM T3; AID 1469;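 also: plate controls were bound peptide for no effect and peptide without receptor for full effect; nearly all actives have a fitted effect of over 50% in size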
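A fluorescence polarization screen tested compounds at multiple concentrations against complex formation between 0.6 uM TRb ligand-binding domain and 20 nM Texas Red SRC2 peptide, with 1 uM T3 present; readout after 5 hr.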
Tau fibril FP = blocks human tau fibril formation measured by polarization | P10636 | Potency, µM (top dose mostly 57.7 µM), for the others: at the highest dose activity, negative = inhibition, usual class: inhibitors | K18 P301L tau heparin fibrillization, Alexa594 FP, 6 h | actives 0.39% (n = 280,000); also: % is scaled to controls: 0 for no effect and ±100 for the full control effect; nearly all actives have a fitted effect of over 55% in size
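Steps: dispense K18 P301L tau (15 uM plus 0.24 uM Alexa 594 tracer, final) in pH 7 sodium acetate; add compound; add heparin (20 uM final); incubate 6 hr, 37 C; add ThT (30 uM final); after 1 hr ambient, read FP.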
TexasRed fluor = counter-screen for TRb-SRC2 inhibitors: fluorescence interference | Potency, µM (highest dose often 106 µM), without a hit: at the top dose fluorescence change, negative = quenching | TRb/SRC2 Texas Red total fluorescence interference | AID 1479 | actives 0.29% (n = 280,000); active = well fitted curve in either direction with a large enough effect; inconclusive = small, poorly fitted or top-dose-only effect; also: % is scaled to controls: 0 for no effect and ±100 for the full control effect
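Flags fluorescent or light-absorbing compounds by total fluorescence, S + 2P, at 555 nm excitation and 632 nm emission. Mixture: 20 nM Texas Red SRC2 peptide, 0.6 uM human TRb LBD, 1 uM T3, 5% DMSO; compound exposure 5 h at ambient temperature.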
HTT cytoprotect = Huntington cell model cytoprotection by ATP luminescence. PC12 HTT-Q103 induced, cytoprotection, ATP luminescence, 40 h. Potency, µM (highest dose often 56.4 µM), without a hit: cytoprotection (ATP increase), hits mostly activators. actives 0.14% (n = 230,000). AID 1471;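 also: % of control where 0% means no effect; nearly all actives have a fitted effect of over 45% in size; toxic huntingtin expression switched on by the ecdysone agonist tebufenozide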
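Huntington model: PC12 line, ecdysone-inducible HTTQ103 exon1–GFP, tebufenozide 100 nM. Test articles in a dose series. Endpoint luminescence from cellular ATP.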
Tau fluor counter = counter-screen for tau fibril formation inhibitors; Potency, µM (top dose mostly 57.7 µM), for the others: at the highest dose activity change, negative = decrease; tau K18 P301L Alexa594 fluorescence, heparin fibrillization; actives 0.93% (n = 280,000); also: % is scaled to controls: 0 for no effect and ±100 for the full control effect; nearly all actives have a fitted effect of over 55% in size
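Human tau K18 P301L (15 uM unlabeled, 0.24 uM Alexa 594-labeled) in 100 mM sodium acetate pH 7 with 20 uM heparin, 6 hr at 37 C. ThT 30 uM added, 1 hr ambient; Alexa 594 FP and total fluorescence read at 555/632 nm.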
Active calls of the source: *; i = inactive; ? = inconclusive; . = no result given; [ ] = remark or other dose. Unless noted, calls follow the shape of the dose curve; as a rule, active = well fitted curve in the direction sought with a large enough effect; inconclusive = small, poorly fitted or top-dose-only effect, or another doubt; inactive = no such curve, though single readings can be large; an effect the other way counts as inactive or inconclusive. Potency is read from the fitted curve at half-maximal effect. A portion of the library. The share of hits here may be higher or lower than overall.

The first four records as a preview:
Below each compound – RECQ1 helicase | L3MBTL1 inh | Tau fibril ThT | TRb-SRC2 inh | Tau fibril FP | TexasRed fluor | HTT cytoprotect | Tau fluor counter
COc1cccc(-c2nc3c(c(SCc4ccccc4)n2)Cc2c(CO)cnc(C)c2O3)c1
→ . | . | -6% | -8% | 10% | -1% | . | 5%
COc1ccccc1C(=O)Nc1ccc(S(=O)(=O)N2CCc3ccccc32)cc1
→ -5% | . | 13% | -2% | -15% | 1% | -15% | ?
O=C(C[n+]1ccc(C(=O)NCc2ccccc2)cc1)c1ccc(OC(F)F)cc1
→ -13% | . | ? | 4% | 2% | -4% | -132%[inhibitor] | -26%
O=C(N/N=C/c1ccc(F)cc1)c1sccc1OCc1ccc(F)cc1
→ -4% | -1% | -12% | -9% | -10% | 0% | -90%[inhibitor] | -17%

Main list, from the first entry:
Below each compound – RECQ1 helicase | L3MBTL1 inh | Tau fibril ThT | TRb-SRC2 inh | Tau fibril FP | TexasRed fluor | HTT cytoprotect | Tau fluor counter
COc1cccc(-c2nc3c(c(SCc4ccccc4)n2)Cc2c(CO)cnc(C)c2O3)c1
→ . | . | -6% | -8% | 10% | -1% | . | 5%
COc1ccccc1C(=O)Nc1ccc(S(=O)(=O)N2CCc3ccccc32)cc1
→ -5% | . | 13% | -2% | -15% | 1% | -15% | ?
O=C(C[n+]1ccc(C(=O)NCc2ccccc2)cc1)c1ccc(OC(F)F)cc1
→ -13% | . | ? | 4% | 2% | -4% | -132%[inhibitor] | -26%
O=C(N/N=C/c1ccc(F)cc1)c1sccc1OCc1ccc(F)cc1
→ -4% | -1% | -12% | -9% | -10% | 0% | -90%[inhibitor] | -17%
CCOc1ccc(C2=Nn3c(nnc3-c3ccccc3OC)SC2)cc1
→ i | -1% | -7% | -4% | 2% | 2% | -89%[inhibitor] | -4%
CCN(CCCNC(=O)c1c(C)cc(=O)oc1C)c1ccccc1
→ -18% | -2% | -19% | 1% | 4% | -9% | 26%[10 µM] | -23%
CC(C)(C)Nc1c(-c2ccc(O)cc2)nc2ccc(Cl)cn12
→ i | -25% | ? | 1% | -10% | -2% | -18%[10 µM] | -10%
c1ccc(CNc2nc(-c3cccnc3)cs2)cc1
→ -14% | -1% | -13% | 5% | 10% | 9% | . | -7%
CC(C)(C)n1nnnc1C(c1cccnc1)N1CCN(C2CCCCC2)CC1 (configuration not stated)
→ -2% | 9% | 4% | 3% | 3% | 2% | 12%[10 µM] | 4%
c1cc2c(cc1-c1cnc3n1CCC3)OCCO2
→ i | -3% | -18% | 5% | 2% | -9% | 26% | -6%
COc1cccc(CNC(=O)CN2C(=O)COc3ccc(S(=O)(=O)N4CCOCC4)cc32)c1
→ . | . | 1% | 8% | -1% | 0% | . | -3%
CCc1ccc(-c2csc3[n+]2CCN3C(C)=O)cc1
→ i | -7% | 25µM* | -4% | ? | 2% | 28% | -20%
O=C(c1ccccc1)N1CCN(CC(O)COCC2CC=CCC2)CC1 (configuration not stated)
→ i | 2% | -9% | -1% | -9% | 1% | -15% | -3%
O=C(c1ccccc1)c1ccc(OCCOCCN2CCN(Cc3ccccc3)CC2)cc1
→ ? | -8% | -12% | 1% | 2% | -1% | . | -9%
COc1ccc(C(=O)CSc2nnc(-c3cc(C)cc(C)c3)o2)cc1
→ -6% | 2% | -8% | -1% | 1% | 0% | -18% | -2%
COCCOC(=O)C1=C(C)NC2=C(C(=O)CCC2)C1c1ccc(N(C)C)cc1 (configuration not stated)
→ -2% | 0% | -5% | 0% | 0% | 0% | -7% | -4%
COc1ccc(N2CC(C(=O)N/N=C/c3c[nH]c4ccccc34)CC2=O)cc1 (configuration not stated)
→ -15% | . | ? | -3% | 10% | -5% | -21% | ?
COc1ccc(CC(=O)Nc2ccc(OC)c(NC(=O)c3ccco3)c2)cc1
→ -4% | -12% | -7% | 2% | 0% | 2% | -30%[10 µM] | -9%
O=C(Nc1ncccc1Cl)C1COc2ccccc2O1 (configuration not stated)
→ -7% | . | 5% | 10% | 0% | -2% | -4% | -5%
Clc1ccc(C[n+]2csc3ccccc32)cc1
→ -7% | 0% | 22µM* | -9% | ? | -1% | . | -12%
Nc1nonc1-c1nc2ccccc2[nH]1
→ 1% | -1% | -11% | 2% | 6% | 1% | -2% | -6%
CO[C@@H]1/C=C\CC(=O)N[C@@H](C)C(=O)OC[C@@H](OC)[C@H](C)CCCC(=O)OC[C@H]1C
→ -12%[11.5 µM] | . | -8%[11.5 µM] | 3%[11.2 µM] | 2%[11.6 µM] | 3%[11.2 µM] | 10%[10 µM] | -10%[11.6 µM]
[Li+]
→ i | . | -16% | -1% | 1% | 4% | -5%[1.9 µM] | -14%
O=C(N/N=C/c1ccccn1)NC12CC3CC(CC(C3)C1)C2
→ -7% | -14% | -4% | -10% | 3% | -3% | -9%[10 µM] | -2%
CSc1nc(Cl)c(C#N)c(-c2ccc(C)cc2)n1
→ i | 2% | -5% | -2% | -10% | 2% | -22% | -5%
CCOC(=O)C1CCCN(S(=O)(=O)c2ccc(S(N)(=O)=O)cc2)C1 (configuration not stated)
→ -1% | . | 1% | -12% | -2% | 0% | -12% | -2%
Cc1ccc(C(=O)O/N=C/c2ccc(N(C)C)cc2)cc1
→ i | 12% | ? | -2% | 3% | -2% | -40%[inhibitor] | -13%
CCCn1cc(CN2CCC(Cc3cccc(F)c3)(C(=O)OCC)CC2)c(C)n1
→ 9% | -20% | -11% | 3% | -11% | -1% | 6%[10 µM] | -9%
O=C(c1cnn2c1NC(c1ccc(Br)cc1)CC2C(F)(F)F)N1CCN(C23CC4CC(CC(C4)C2)C3)CC1 (configuration not stated)
→ -2% | -7% | -20% | -7% | -13% | -5% | 19%[10 µM] | -13%
CCCc1cc(=O)[nH]c(SCC(=O)N2CCN(S(=O)(=O)c3ccc(Cl)cc3)CC2)n1
→ i | 6% | -1% | -5% | 1% | 0% | . | -5%
O=C(COC(=O)c1ccc(Br)o1)Nc1ncc(Cl)cc1Cl
→ -2% | . | -5% | 0% | 6% | -5% | -14% | -8%
O=C(COc1ccc(Cl)cc1)OCC(=O)N1CCCC1
→ 0% | 2% | -9% | -12% | 1% | -2% | -31%[inhibitor] | 1%
CCOc1ccc(C(=O)NCC(c2ccc3c(c2)OCO3)N2CCN(C)CC2)cc1 (configuration not stated)
→ . | . | -9% | 5% | -10% | -5% | . | -9%
CC(Sc1ccccc1)C(=O)NN=C1CCCCCCC1 (configuration not stated)
→ -9% | . | -3% | 3% | 3% | 1% | -23% | -12%
COC(=O)C(Cc1ccccc1)N1CCS(=O)(=O)CC1 (configuration not stated)
→ i | 11% | -12% | -5% | -6% | 0% | -22% | -1%
Cc1ccc(NC(=O)Nc2nnc(N3CCCC3)s2)cc1C
→ . | . | ? | 2% | -4% | -2% | . | ?
COc1ccc(Cc2nnc(-c3cccc(C)c3)o2)cc1OC
→ -6% | -11% | 8% | 4% | 9% | -2% | -6% | 7%
NC(CSCc1ccccc1Cl)C(=O)O (configuration not stated)
→ -9% | -3% | -14% | 1% | 0% | 0% | -26% | -4%
Cc1ccc(N2C(N)=NC(N)=NC2(C)C)c(C)c1
→ i | 3% | -13% | 0% | -7% | 2% | 0% | -11%
CCn1cc(C(=O)Nc2ccc(C)cc2C)c(=O)c2ccc(C)nc21
→ i | 2% | -1% | 3% | 3% | -2% | 7%[10 µM] | 1%
Cc1ccc(CNC(=O)CSc2ccsc2[N+](=O)[O-])cc1
→ i | 1% | ? | 1% | -2% | 2% | 31%[10 µM] | -17%
O=C(/C(N=Nc1cccc([N+](=O)[O-])c1)=C(/O)c1ccc(Br)cc1)C(F)(F)F
→ -22% | -13% | 25µM* | -1% | 8% | 0% | -48%[inhibitor][10 µM] | 16µM*[quencher]
CCSc1nc2c(c(=O)[nH]1)C(c1ccc(C)cc1)C1=C(CCCC1=O)N2 (configuration not stated)
→ i | 8% | 0% | 7% | -4% | 1% | . | -6%
CCN(CC)C(=O)c1cn(CC)c(=O)c2cc(OC)c(OC)cc12
→ -15% | 1% | 2% | -5% | 1% | 0% | 10%[1.9 µM] | 5%
CCCn1c(=NC(C)=O)c(C(=O)OCC)cc2c(=O)n3ccccc3nc21
→ -12% | . | -1% | -3% | 9% | -2% | -3%[0.074 µM] | 3%
COc1ccccc1NC(=S)N(Cc1cccnc1)Cc1ccccc1Cl
→ -2% | . | -12% | -5% | -2% | -2% | -22% | -20%
COc1ccc(NC(=O)Cc2coc3cc(C)c(C(C)C)cc23)cc1S(=O)(=O)N1CCOCC1
→ -5% | -6% | -10% | -1% | ? | 3% | 9%[10 µM] | ?
CCC(=O)N1CCc2cc(Br)cc(S(=O)(=O)N3CCC(C(=O)Nc4ccccc4F)CC3)c21
→ . | . | 0% | 4% | -11% | 10% | . | -21%
Cc1ccc(CNC(=O)c2csc3c2CCCCC3)cc1
→ i | . | -4% | 3% | 2% | -5% | -22% | -5%
CCc1nnc(NC(=O)c2cc(S(=O)(=O)N3CCCCC3)ccc2N2CCOCC2)s1
→ -5% | 2% | -8% | -4% | 3% | -2% | -48%[inhibitor] | -10%
CCOc1ccc2nc(SCCNS(=O)(=O)c3ccccc3)sc2c1
→ -6% | 11% | ? | -1% | ? | -1% | 0%[10 µM] | -29%
O=[N+]([O-])c1ccc(Oc2cnc3ccccc3n2)cc1
→ -6% | -24% | -10% | -15% | 0% | -1% | -36%[inhibitor] | -9%
S=C(NCc1ccco1)N/N=C/c1ccncc1
→ -6% | -8% | -13% | -9% | -8% | 0% | 5%[10 µM] | -14%
C=CCc1c(C)c(C#N)c2nc3ccccc3n2c1N1CCCCC1
→ 1% | 22% | 1% | -11% | 5% | 0% | -4%[10 µM] | 7%

Screening data (PubChem BioAssay)
